hgDAF-12 ag – H. glycines DAF-12 receptor agonists, primary screen, cell-based, luminescence, HEK293, GAL4 fusion, UAS-luciferase; AID 687014, 2013; 1.8% of 370,000 active; Nuclear hormone receptor DAF-12 (Heterodera glycines), GAL4 fusion; activation, % at 6.8 µM; HEK293 GAL4-hgDAF12 UAS-luciferase reporter, agonist luminescence; normalized to butyrate control;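 active means activation above a cutoff set at the mean of all screened compounds plus 3 SD, cut at about 10% in these data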;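 further: 0% = DMSO wells and 100% = sodium butyrate wells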
ssDAF-12 act – S. stercoralis DAF-12 nuclear receptor activators, primary screen, cell-based, luminescence, HEK293, GRIP1 co-expression, lit1-tk-luc. AID 652126, 2013. Nuclear hormone receptor DAF-12 (Strongyloides stercoralis). 1% of 370,000 active. activation, % at 6.8 µM. HEK293 ssDAF-12/GRIP1 lit1-tk-luc reporter; % of 3 µM dafachronic acid response;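 active means activation above the mean over all tested compounds plus 3 SD, cut at about 0.9% in these data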;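 further: 0% = DMSO-only wells and 100% = 3 µM delta7-dafachronic acid wells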
Rev-erbA mod – modulators of Rev-erb alpha DNA binding, primary screen, biochemical, FITC-DNA, fluorescence polarization, uHTS; Rev-erbα–FITC-DNA binding, 90 min; Nuclear receptor subfamily 1 group D member 1 (Homo sapiens), P20393; AID 1259318, 2017; activity, % at 10 µM; 0.79% of 370,000 active;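 active means activity above about 14%, limit read from the data; passing the limit was not always enough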;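 further: 0% = DMSO wells with 35 nM protein and 100% = DMSO wells with 750 nM protein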
PLC-beta3 inh – human PLC-beta3 inhibitors, primary screen, biochemical, fluorescence. 0.18% of 370,000 active. AID 720704, 2013. 1-phosphatidylinositol 4,5-bisphosphate phosphodiesterase beta-3 (Homo sapiens), Q01970. Purified PLC-beta3, fluorogenic substrate. inhibition, % at 12.2 µM; in the data active means inhibition above about 11%;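 further: 0% = median of compound wells on plate and 100% = full blocker control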
PG9 binder – binders of HIV-1 gp120 antibody PG9, primary screen, biochemical, TR-FRET; HIV-1 gp120 / PG9 antibody interaction; TR-FRET gp120-PG9 antibody binding; inhibition, % at 6.7 µM; 0.43% of 360,000 active; AID 624416, 2012; in the data active means inhibition above about 8.5%
sPLA2-III inh – human group III sPLA2 inhibitors, primary screen, biochemical, QFRET, BODIPY PC-A2 liposome substrate; Group 3 secretory phospholipase A2 (Homo sapiens), Q9NZ20; QFRET BODIPY PC-A2 liposome hydrolysis, fluorescence; inhibition, % at 12.2 µM; 0.56% of 370,000 active; AID 743126, 2013;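 active means inhibition above mean plus 3 SD of compounds lying within the high and low control bounds, cut at about 19% in these data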;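 further: 0% = median of test compound wells and 100% = no enzyme DMSO wells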
Target sequence (Q9NZ20 whole entry, looked up): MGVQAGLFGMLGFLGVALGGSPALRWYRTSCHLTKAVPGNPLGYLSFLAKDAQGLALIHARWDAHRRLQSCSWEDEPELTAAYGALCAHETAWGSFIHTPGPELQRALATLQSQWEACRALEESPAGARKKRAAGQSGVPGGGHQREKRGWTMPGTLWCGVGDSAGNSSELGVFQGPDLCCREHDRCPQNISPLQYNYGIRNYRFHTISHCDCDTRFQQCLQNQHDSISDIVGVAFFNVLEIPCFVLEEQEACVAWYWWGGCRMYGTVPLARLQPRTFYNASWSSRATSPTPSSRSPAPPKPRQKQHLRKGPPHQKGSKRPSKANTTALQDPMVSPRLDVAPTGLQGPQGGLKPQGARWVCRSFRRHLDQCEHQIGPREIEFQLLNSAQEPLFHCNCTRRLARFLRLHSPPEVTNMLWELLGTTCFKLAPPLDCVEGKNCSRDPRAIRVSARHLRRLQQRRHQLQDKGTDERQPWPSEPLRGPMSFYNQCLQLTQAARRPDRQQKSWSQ
hcDAF12 agonist – H. contortus DAF-12 nuclear receptor activators, primary screen, cell-based, luminescence, HEK293, lit1-tk-luc reporter; AID 652067, 2013; 1.4% of 370,000 active; HEK293 hcDAF-12 lit1-tk-luc reporter; 0% DMSO, 100% Δ7-dafachronic acid; activation, % at 6.8 µM;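 active means activation above the mean of all tested compounds plus 3 SD, cut at about 5.5% in these data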;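 further: 100% = response to 3 µM Δ7-dafachronic acid high control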
DAX1 inh-1 – DAX1 (NR0B1) inhibitors on StAR promoter, primary screen, cell-based, luminescence, SF-1 (NR5A1), full-length DAX-1; HEK293T StAR-luciferase reporter, SF-1/DAX-1 repression relief; inhibition, % at 6.8 µM; 1.1% of 370,000 active; AID 652010, 2013;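 active means inhibition above the mean over all tested compounds plus 3 SD, cut at about 3.6% in these data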;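 further: 0% = DAX-1 cells with DMSO and 100% = cells lacking DAX-1 with DMSO; higher inhibition means more luminescence from relief of DAX-1 repression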
DAX1 inh-2 – DAX1 (NR0B1) inhibitors, primary screen, cell-based, HEK293, Gal4-DAX1, luciferase luminescence; Nuclear receptor subfamily 0 group B member 1 (Homo sapiens), P51843; HEK293 Gal4-DAX1 luciferase reporter; inhibition, % at 6.75 µM; 0.99% of 340,000 active; AID 504766, 2011;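 active means inhibition above the mean over all tested compounds plus 3 SD, cut at about 4.2% in these data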;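 further: 0% = DAX1-transfected cells with DMSO and 100% = empty-vector control cells with DMSO; inhibition shows as a rise in luminescence from relieved DAX1 repression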
Target sequence (P51843 207-470 limits assumed): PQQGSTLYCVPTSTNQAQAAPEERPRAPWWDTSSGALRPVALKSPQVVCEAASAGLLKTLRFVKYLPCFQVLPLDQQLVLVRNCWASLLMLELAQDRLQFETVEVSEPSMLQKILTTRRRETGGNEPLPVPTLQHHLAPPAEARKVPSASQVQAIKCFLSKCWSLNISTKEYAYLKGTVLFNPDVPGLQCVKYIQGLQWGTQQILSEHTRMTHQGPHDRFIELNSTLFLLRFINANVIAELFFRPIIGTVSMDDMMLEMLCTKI
FXN GAA850 act – FXN promoter activators, primary screen, cell-based, luciferase luminescence, HEK293 lucGAA850; AID 540364, 2011; 0.56% of 360,000 active; activation, % at 6 µM; HEK293 lucGAA850 FXN promoter luciferase reporter, 24 h; percent of 10 µM SAHA response;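 active means activation above the average of all compounds screened plus 3 SD, cutoff fixed separately per campaign, cut at about 7.5% in these data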;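 further: 0% = DMSO wells and 100% = 10 µM SAHA wells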
SMARCA2 act – SMARCA2 (BRM) function activators, primary screen, cell-based, luminescence, high throughput; activation, % at 9.1 µM; MG213 cells, MMTV-luciferase reporter, dexamethasone, overnight; 1% of 370,000 active; in the data active means activation above about 7.8%;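 further: 0% = vehicle wells and 100% = reference activator wells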
Starred values were filed as active, the others as inactive.

1) O=C(Nc1ccccc1N1CCCCC1)c1cc(S(=O)(=O)N2CCOCC2)ccc1F
2) Cc1nn(-c2ccccc2)c(/N=C/c2ccccc2O)c1-c1ccccc1
3) C/C(=N/NC(=O)CNC(=O)c1ccco1)c1ccc(Cl)cc1
4) CC(C)c1ccc(NC(=O)CN2C(=O)NC3(CCCCCCC3)C2=O)cc1
5) O=C(Nc1cnccn1)Nc1ccc(Cl)cc1Cl
6) O=C(NCc1ccncc1)C12CC3CC(CC(Cl)(C3)C1)C2
7) COc1ccc(N2CCN(C(=O)CSc3ncnc4c3cnn4-c3ccc(OC)cc3)CC2)cc1
8) CCN(c1ccc(OC)cc1)S(=O)(=O)N1CCCC(C(=O)NCc2cccc(C)c2)C1 (stereo unspecified)
9) Cc1cnc(NC(=O)CSCc2c(C)noc2C)s1
10) C(=C(c1ccccc1)c1ccccc1)c1ccccn1
Assay by compound,1,2,3,4,5,6,7,8,9,10
hgDAF-12 ag,2.6,15*,-1.1,-4.2,1.1,0.7,1.1,1.7,0.6,-0.3
ssDAF-12 act,-1.6,0.0,-1.1,-1.0,-1.8,-1.6,-0.6,-0.1,-0.8,-1.1
Rev-erbA mod,-10,0,-4,-8,-1,1,1,-3,-1,4
PLC-beta3 inh,3,0,-4,1,1,-10,2,1,3,-16
PG9 binder,-0.3,0.3,-2.0,-1.5,-2.8,-0.2,0.7,-1.2,0.4,-2.4
sPLA2-III inh,2,1,2,-10,0,8,1,-7,-1,8
hcDAF12 agonist,-2.4,1.6,1.1,-1.0,-3.9,-1.4,0.9,-4.3,0.7,-1.6
DAX1 inh-1,-0.5,2.6,-0.3,-2.1,-0.8,0.3,-0.8,-1.0,-0.8,-0.8
DAX1 inh-2,-1.1,1.8,-0.7,-0.8,1.4,0.8,2.2,-0.9,0.2,-0.7
FXN GAA850 act,2.2,3.4,-1.6,0.4,3.2,1.1,-2.7,-1.5,0.9,0.1
SMARCA2 act,-2,1,-1,4,4,-2,0,-3,-1,0

The list goes on, starting with the last 4 of the part before.
7) COc1ccc(N2CCN(C(=O)CSc3ncnc4c3cnn4-c3ccc(OC)cc3)CC2)cc1
8) CCN(c1ccc(OC)cc1)S(=O)(=O)N1CCCC(C(=O)NCc2cccc(C)c2)C1 (stereo unspecified)
9) Cc1cnc(NC(=O)CSCc2c(C)noc2C)s1
10) C(=C(c1ccccc1)c1ccccc1)c1ccccn1
11) CCN1CCN(CC(=O)N2N=C(c3cccs3)CC2c2ccc(C)cc2)C(=O)C1=O (stereo unspecified)
12) CCOC(=O)C1CCN(Cc2coc3ccc(Cl)cc3c2=O)CC1
13) Cc1ccc(NC2c3ncccc3C(=O)N2Cc2cccs2)cc1 (stereo unspecified)
14) CCCN(CC(=O)Nc1ccccc1C)C(=O)c1ccc(-c2ccc([N+](=O)[O-])cc2)o1
15) CCc1c(C)nc(N)n2c(SCC(=O)N3CCCc4ccccc43)nnc12
16) O=C(NC1CCCCC1)C(c1cccnc1)N(C(=O)c1csnn1)c1ccccc1 (stereo unspecified)
17) Cc1ccc(NC(=O)COC(=O)c2ccc3c(c2)NC(=O)C2CCCN32)cc1 (stereo unspecified)
18) Cc1cc(SCC(=O)OCC(=O)N2CCCC2=O)c(C)cc1Br
19) CN(C(=O)c1cccc(NC(=O)Cc2ccc(NC(=O)C3CCN(C(=O)C4CCCC4)CC3)cc2)c1)C1CCCC1
20) CCOC(=O)C1CCN(C(=O)/C=C/c2cccs2)CC1
21) Cc1ccc(CSCC(=O)N/N=C/c2sccc2C)cc1
22) O=C(CNc1n[nH]c(=O)[nH]c1=O)N/N=C/c1cccnc1
Assay by compound,7,8,9,10,11,12,13,14,15,16,17,18,19,20,21,22
hgDAF-12 ag,1.1,1.7,0.6,-0.3,0.2,-0.7,-4.7,1.1,-1.6,1.5,0.5,3.2,-3.0,4.3,1.3,2.0
ssDAF-12 act,-0.6,-0.1,-0.8,-1.1,0.3,-1.6,-1.3,-0.9,-0.5,-1.5,-1.9,-0.9,-0.6,-0.7,-1.2,-1.5
Rev-erbA mod,1,-3,-1,4,-3,2,3,-1,-1,-9,5,5,-3,1,-1,4
PLC-beta3 inh,2,1,3,-16,-28,-5,1,-21,5,-6,-156,-5,2,-5,-2,2
PG9 binder,0.7,-1.2,0.4,-2.4,0.7,2.1,-2.1,-2.5,-2.0,-0.5,2.3,-1.3,0.1,-2.8,0.0,-0.2
sPLA2-III inh,1,-7,-1,8,0,7,7,-14,2,6,-2,3,-9,5,-7,9
hcDAF12 agonist,0.9,-4.3,0.7,-1.6,2.2,-1.3,-1.7,-1.6,-1.3,-0.8,-2.0,-0.4,0.9,0.6,-1.0,-1.1
DAX1 inh-1,-0.8,-1.0,-0.8,-0.8,1.1,-0.4,0.3,-1.8,-0.2,1.2,-0.9,0.8,-1.5,0.1,-0.4,-0.1
DAX1 inh-2,2.2,-0.9,0.2,-0.7,-0.5,2.7,0.5,0.0,0.5,-1.0,1.5,0.0,-1.5,0.3,1.1,4.0
FXN GAA850 act,-2.7,-1.5,0.9,0.1,3.6,1.4,0.5,-0.3,-3.2,1.5,1.2,2.9,0.0,5.0,1.1,0.5
SMARCA2 act,0,-3,-1,0,-2,-1,3,3,-2,-2,-4,-1,0,-2,1,-3

Values in list order from above:
Nos. 4–14 in hcDAF12 agonist: -1.0, -3.9, -1.4, 0.9, -4.3, 0.7, -1.6, 2.2, -1.3, -1.7, -1.6
Nos. 4–14 in ssDAF-12 act: -1.0, -1.8, -1.6, -0.6, -0.1, -0.8, -1.1, 0.3, -1.6, -1.3, -0.9

Three compounds out of the list, ordered by molecular weight, highest first.
19) CN(C(=O)c1cccc(NC(=O)Cc2ccc(NC(=O)C3CCN(C(=O)C4CCCC4)CC3)cc2)c1)C1CCCC1
8) CCN(c1ccc(OC)cc1)S(=O)(=O)N1CCCC(C(=O)NCc2cccc(C)c2)C1 (stereo unspecified)
15) CCc1c(C)nc(N)n2c(SCC(=O)N3CCCc4ccccc43)nnc12
Assay by compound,19,8,15
hgDAF-12 ag,-3.0,1.7,-1.6
ssDAF-12 act,-0.6,-0.1,-0.5
Rev-erbA mod,-3,-3,-1
PLC-beta3 inh,2,1,5
PG9 binder,0.1,-1.2,-2.0
sPLA2-III inh,-9,-7,2
hcDAF12 agonist,0.9,-4.3,-1.3
DAX1 inh-1,-1.5,-1.0,-0.2
DAX1 inh-2,-1.5,-0.9,0.5
FXN GAA850 act,0.0,-1.5,-3.2
SMARCA2 act,0,-3,-2

Bioassay records deposited in PubChem by several laboratories.
